M. tuberculosis = growth inhibition of non-replicating M. tuberculosis (AID 488890) | Mycobacterium tuberculosis non-replicating, growth inhibition; higher % means a stronger effect | inhibition, % at 25 µM, or IC50 in µM where a hit was titrated | hit rate 0.39% among 320,000; in the data active = a potency from the dose series; inconclusive = inhibition mostly from about 82% at the one dose, without a potency; inactive = the rest, 99 in 100 with inhibition below about 76%;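 also: plate controls were DMSO cells for no effect and high antibiotic wells for full effect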
Salmonella PhoP GFP = PhoP regulon inhibitors, Salmonella typhi PhoP promoter GFP reporter, confirmatory (AID 1850). Salmonella Typhi PhoP-promoter GFP reporter, fluorescence, 4 h; higher % means a stronger effect. inhibition, % at 50 µM, or IC50 in µM where a hit was titrated. hit rate 0.33% among 310,000; in the data active = a potency from the dose series; inconclusive = inhibition mostly from about 25% at the one dose, without a potency; inactive = the rest, 99 in 100 with inhibition below about 19%;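 also: 0% = induced wells with vehicle and 100% = uninduced wells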
inhibitors of VEEV = inhibitors of VEEV TC-83 cytopathic effect, confirmation, Vero cells (AID 588727); Vero cells, VEEV TC-83 cytopathic effect inhibition; higher % means a stronger effect; one-dose inhibition, % at 20 µM; IC50 in µM for titrated hits; hit rate 0.13% among 350,000; in the data active = a potency from the dose series; inconclusive = inhibition mostly from about 14% at the one dose, without a potency; inactive = the rest, 99 in 100 with inhibition below about 12%; also: strong numbers were not always called active
M. tuberculosis HTS = M. tuberculosis growth inhibition, HTS (AID 449762); M. tuberculosis H37Rv growth inhibition, 7H9 media; higher % means a stronger effect; inhibition, % at 25 µM; hits with a dose series show IC50 in µM; hit rate 0.59% among 330,000; in the data active = a potency from the dose series; inconclusive = inhibition above about 70% without an active follow-up result;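 also: bacterial growth assessed after seven days of incubation; strong numbers were not always called active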
H1N1 NS1A inhibition = H1N1 influenza NS1A inhibitors, functional cell based assay (AID 504329). NS1A functional cell-based assay, percent inhibition; higher % means a stronger effect. inhibition, % at 12.5 µM, or IC50 in µM where a hit was titrated. hit rate 0.3% among 340,000; in the data active = a potency from the dose series; inconclusive = inhibition above about 27% without an active follow-up result; also: strong numbers were not always called active
inhibitors of VEEV 10K pilot screen = also measured in inhibitors of VEEV; calls as there; inhibition, %; measured here: 10K pilot screen inhibition
Starred values were filed as active, the others as inactive; i = inactive; u = inconclusive; x = no result given; & = joins results of further samples.

SMILES	M. tuberculosis	Salmonella PhoP GFP	inhibitors of VEEV	M. tuberculosis HTS	H1N1 NS1A inhibition	others
COc1ccc(NS(=O)(=O)c2ccc3ccccc3c2)c2ncccc12	29%	-3%	4.2%	-6%	0%
COc1cc(NC(=S)NN2CCN(C)CC2)cc(OC)c1	-13%	-11%	0.2%	0%	3%
CN(Cc1ccccc1)C(=O)CN(c1ccccc1Cl)S(C)(=O)=O	-8%	-1%	i	-2%	-5%
O=C(NCCO)c1c(O)c2cccc3c2n(c1=O)CC3	-5%	-6%	4.9%	-3%	-10%
Cc1cc(C)c2cc(C(c3nnnn3C3CCCC3)N3CCOCC3)c(=O)[nH]c2c1 (stereo not given)	7%	1%	4.4%	-7%	3%
CCN(CC)C(=O)Cn1cc(S(=O)(=O)CC(=O)NCc2ccc3c(c2)OCO3)c2ccccc21	-3%	-4%	i	-10%	-7%
CC(=NCCc1c[nH]c2ccccc12)c1c(O)n(Cc2ccccc2)c(=O)[nH]c1=O	-2%	4%	9.9%	0%	-17%
O=C(O)c1cc([N+](=O)[O-])ccc1C(=O)Nc1cccc([N+](=O)[O-])c1	-22%	-2%	i	1%	-1%
CC(C)Oc1cccc(C(=O)C2CCCN(C(=O)c3cc(C4CC4)[nH]n3)C2)c1 (stereo not given)	12%	2%	i	9%	1%
O=C(CN1C(=O)NC2(CCCCCCC2)C1=O)Nc1ccc(Cl)cc1	8%	x	1.8%	-9%	-2%
O=C(COC(=O)/C=C/c1cccc(Br)c1)NCc1cccs1	45%	x	1.2%	6%	3%
O=C(Nc1ccccc1C(=O)N1CCCCC1)c1ccco1	-11%	-19%	i	7%	3%
CCOc1ccc(-c2n[nH]c(C(=O)NN)c2C)cc1	60%	0%	1.0%	5%	5%
Cc1nc(Nc2ccc(Cl)cc2)c2nnn(Cc3ccccc3)c2n1	2%	-12%	1.7%	5%	-8%
Cn1c(/C(C#N)=C(\O)c2ccc([N+](=O)[O-])s2)nc2ccccc21	-18%	-14%	3.2%	8%	-7%
CN(C)CCNC(=O)c1ccc(CS(=O)(=O)c2ccc(Br)cc2)o1	6%	-5%	0.7%	-7%	8%
Cn1cc(CN(CCO)Cc2cccs2)c(-c2ccccc2F)n1	-2%	-2%	0.9%	-5%	4%
OCCNCCO	-3%	-1%	1.5%	0%	-1%
Cc1c(C=O)c2ccccn2c1C(=O)c1ccc(Cl)c([N+](=O)[O-])c1	11%	3%	2.1%	5%	-9%
CC(=O)Nc1cccc(NC(=O)CSc2nnnn2Cc2ccccc2)c1	-16%	8%	0.6%	-4%	6%
CCCCN(CC(=O)NC1CC1)S(=O)(=O)c1ccc(OCC)cc1	x	x	0.3%	x	-4%
COC(=O)c1[nH]c2ccccc2c1NC(=O)C(C)N1CCOCC1 (stereo not given)	-9%	16%	0.1%	-12%	20%
CCNc1nn2ccccc2c1/C=C(\C#N)C(=O)OCC	-2%	-90%	1.9%	-6%	-5%
CCOc1ccc(-n2nnc3c(=O)n(CC(=O)Nc4cc(C)on4)cnc32)cc1	6%	1%	0.4%	6%	16%
Cn1c(=O)c(=O)n(C)c2cc(S(=O)(=O)N3CCC(N4CCCCC4)CC3)ccc21	4%	-13%	1.5%	-2%	-7%

Three structures already listed, ordered by number of heavy atoms, descending:
SMILES	M. tuberculosis	Salmonella PhoP GFP	inhibitors of VEEV	M. tuberculosis HTS	H1N1 NS1A inhibition	others
Cc1cc(C)c2cc(C(c3nnnn3C3CCCC3)N3CCOCC3)c(=O)[nH]c2c1 (stereo not given)	7%	1%	4.4%	-7%	3%
Cn1c(/C(C#N)=C(\O)c2ccc([N+](=O)[O-])s2)nc2ccccc21	-18%	-14%	3.2%	8%	-7%
COc1cc(NC(=S)NN2CCN(C)CC2)cc(OC)c1	-13%	-11%	0.2%	0%	3%

Continuation:
SMILES	M. tuberculosis	Salmonella PhoP GFP	inhibitors of VEEV	M. tuberculosis HTS	H1N1 NS1A inhibition	others
C=CCOc1ccc(CN(C)Cc2nc3cc(C(F)(F)F)ccc3c(=O)[nH]2)cc1	u	6%	1.0%	u	-12%
COc1ccc(NC(=O)COc2ncnc3ccccc23)cc1S(=O)(=O)N1CCOCC1	4%	7%	1.3%	9%	0%
O=C(N/C(=C\c1ccccc1)C(=O)N1CCOCC1)c1ccccc1Cl	-11%	-8%	0.9%	-6%	11%
CC(C)[C@@H]1CN=C(N)N1C[C@@H]1CCCN1C[C@H](C)N1C[C@@H](Cc2ccccc2)N(CCc2ccc(Cl)c(Cl)c2)C1=N	u	x	0.1%	u	11%
O=C(O)CN1c2cccc3cccc(c23)S1(=O)=O	-5%	-11%	1.5%	1%	-10%
Oc1ccc(/C=N/Nc2ccnc3cc(Cl)ccc23)c(O)c1	14%	-3%	1.3%	7%	-16%
CCOc1ccc2nc(/N=C/c3c(C)[nH]n(-c4ccccc4)c3=O)sc2c1	u	-1%	1.2%	u	16%
Cn1c(C(=O)NN)cc2cc(Oc3ccccc3)ccc21	43%	-2%	u	-4%	-8%
S=c1nc(-c2ccco2)[nH][nH]1	-12%	-5%	0.3%	-2%	9%	inhibitors of VEEV 10K pilot screen=0.9
CC1(C)C[C@H](O)[C@]2(CO)CC[C@]3(C)C(=CCC4[C@@]5(C)CC[C@H](O)C(C)(C)C5CC[C@]43C)[C@@H]2C1 (stereo not given in full)	43%	-13%	u	-1%	1%
O=C(O)/C=C/C(=O)Nc1ccc(N2CCOCC2)nc1N1CCOCC1	-12%	3%	0.1%	3%	-2%
COc1ccccc1N(CC(=O)NC(C)(C)C)S(=O)(=O)c1cccs1	3%	-9%	0.3%	4%	11%
CC(=O)c1ccc(NC(=O)C(C)Nc2ccc(Cl)cc2)cc1 (stereo not given)	23%	-29%	0.8%	2%	-4%
COc1cccc(COC(=O)Cc2ccc(S(=O)(=O)N3CCOCC3)s2)c1OC	10%	x	i	4%	2%
COC(=O)[C@@]1(Cc2ccc(OC)cc2)[C@H]2c3cc(C(=O)N4CCCC4)n(C[C@H](O)CO)c3C[C@H]2CN1C(=O)c1ccccc1	1%	-4%	x	2%	x
N#Cc1c(N)nc2c(c1N)CC(CO)O2 (stereo not given)	4%	0%	i	2%	-1%
CC(C)CC(CO)N1CCN(C(=O)c2cccc(Cl)c2)CCC1=O (stereo not given)	-7%	-9%	i	-5%	-13%
O=C(CN(CC1CCCO1)C(=O)CNS(=O)(=O)c1ccc(Cl)cc1)NC1CCCC1 (stereo not given)	2%	6%	i	0%	2%
Cc1nc(-c2ccc(NC(=O)CC(C)C)cc2)cs1	1%	-2%	3.0%	6%	0%
OCC[C@@H]1C[C@@H](O)[C@H](O)[C@]2(OCCc3ccccc32)O1	-6%	-5%	0.1%	-10%	-2%
CCc1nnc(NC(=O)CCC(=O)N2CCN(Cc3ccccc3)CC2)s1	14%	5%	i	-7%	-2%
CCNc1nc(N)nc(Oc2ccc(C(=O)OC)cc2)n1	2%	-2%	9.0%	-2%	-17%
CC[C@]1(C(=O)OC)[C@H]2C(=O)N(C)C(=O)[C@H]2[C@H]2CN=C(SCc3ccc(Cl)cc3)N21	x	x	2.9%	x	0%
O=C(CCn1[nH]c(=O)c2ccccc2c1=O)OC1CCCCC1	-27%	-4%	6.2%	-2%	-8%
CS(=O)(=O)N(CC(=O)NCc1ccco1)Cc1ccc(Cl)cc1	-5%	-2%	1.4%	0%	0%
Remaining list, next part
SMILES	M. tuberculosis	Salmonella PhoP GFP	inhibitors of VEEV	M. tuberculosis HTS	H1N1 NS1A inhibition	others
COc1cccc(NC(=O)N(Cc2ccco2)C(C)c2cccs2)c1 (stereo not given)	10%	3%	0.2%	4%	5%
c1cnc(N2CCN(c3nc4ccccc4n4cnnc34)CC2)nc1	0%	-5%	i	-7%	3%
CSCCC(=O)N1CCC(CCC(=O)NC2CC2)CC1	16%	-12%	1.0%	-4%	-10%
O=C(Oc1ccc(Br)cc1C(=S)N1CCOCC1)c1cccc([N+](=O)[O-])c1	1%	2%	i	0%	-10%
CC(=O)N1c2ccccc2C(=O)C1N1CCCCC1 (stereo not given)	10%	4%	0.8%	-5%	-7%
CC(C)c1ccc(N2C(=O)CC(NNC(=O)c3ccccc3Cl)C2=O)cc1 (stereo not given)	3%	-6%	i	-1%	-13%
COc1ccc(CCNC(=O)CCC(=O)Nc2nnc(C(C)C)s2)cc1OC	4%	-1%	1.6%	2%	0%
CC(C)C1C(C#N)=C(N)Oc2n[nH]c(-c3cccs3)c21 (stereo not given)	6%	-10%	3.4%	2%	3%
Cc1nc(CSc2nnc(C)s2)cs1	2%	-1%	0.2%	-7%	1%
C/C(=N\Nc1ncc(Cl)cc1Cl)c1ccc(N2CCOCC2)cc1	5%	9%	0.5%	4%	0%
CCSc1nc(-c2ccccc2)c(-c2ccccc2)n1CC(O)CO (stereo not given)	-3%	-8%	1.2%	2%	-1%	inhibitors of VEEV 10K pilot screen=1.6
O=C(CC(Nc1ccc(F)cc1)c1ccccc1)c1ccccc1 (stereo not given)	u	4%	5.1%	u	0%
COc1cccc(N2C(=O)C3C(C2=O)C2C=CC3C23CC3)c1 (stereo not given)	-5%	-6%	0.6%	-7%	4%
COc1ccc(CCNC(=O)CSc2ccccn2)cc1	4%	-4%	1.7%	0%	-2%
O=C(NCCC1=CCCCC1)c1cc(-c2ccncc2)nc2ccccc12	22%	-6%	0.8%	-2%	-2%
Cc1ccc2nc(N3CCC(C(=O)N4CCC5(CC4)OCCO5)CC3)sc2c1	27%	-1%	i	4%	0%
COC(=O)C1CCN(C(=O)C2CCN(C(=O)[C@H](C)NS(=O)(=O)c3ccc(C)cc3)CC2)CC1	-8%	-11%	1.0%	-4%	0%
CNCCCc1[nH]nc(N)c1C#N	-6%	-16%	1.3%	-4%	-8%	inhibitors of VEEV 10K pilot screen=1.1
S=C(NCC1CCCO1)NC12CC3CC(CC(C3)C1)C2 (stereo not given)	43%	9%	1.4%	3%	11%
COc1ccc(NC(=O)c2cc(S(=O)(=O)N3CCc4ccccc43)cn2C)c(OC)c1	-15%	-5%	8.7%	-7%	33%
CCOC(=O)C1=C(C)NC(C)=C(C(=O)OCC)C1C(=O)OCC(=O)N1CCCCC1CC (stereo not given)	6%	-29%	1.9%	1%	-18%
CSc1nc(C)c(C(=O)C[n+]2ccc(C)cc2)cc1C#N	8%	-10%	9.5%	-5%	-7%
CCOC(=O)CNc1nc(Cl)c(C#N)s1	69%	0%	0.1%	-1%	4%
Cc1cc(C)cc(-n2ncc3c2CCCC3NC(=O)CN2CCCCC2=O)c1 (stereo not given)	36%	-7%	2.6%	-3%	-1%
C[C@H](NC(=O)c1nc[nH]c1C(=O)N[C@@H](Cc1ccccc1)C(=O)OC(C)(C)C)c1ccccc1	63%	-5%	4.0%	-13%	-4%
The results go on:
SMILES	M. tuberculosis	Salmonella PhoP GFP	inhibitors of VEEV	M. tuberculosis HTS	H1N1 NS1A inhibition	others
COc1ccc(CN(C)CC(=O)c2c(N)n(Cc3ccccc3)c(=O)n(C)c2=O)c(OC)c1	25%	-1%&6%	0.8%	-1%	2%
COC(=O)c1ccc(CN2CCC(Oc3cccc(C(=O)N4CCOCC4)c3)CC2)cc1	-2%	-10%	2.9%	-3%	18%
COc1ccc(NC(=O)c2c(C(F)(F)F)nn(C)c2SCc2ccccc2)cc1	21%	-4%	i	5%	-8%
CCCOc1ccc(CC(=O)NCc2ccco2)cc1OC	0%	5%	1.4%	-2%	2%
Cn1cc(S(=O)(=O)N2CCN(c3cccc(Cl)c3)CC2)c(=O)n(C)c1=O	7%	9%	0.5%	8%	-6%
CCOc1ccc(NC(=S)Nc2ccc(OCC)cc2)cc1	u	-2%	0.1%	u	-3%
CC(NC(=O)c1ccc(Br)cc1Br)c1ccccc1 (stereo not given)	55%	4%	2.4%	58%	x
CC(C)N1C(=O)c2ccccc2N(Cc2ccccc2)S1(=O)=O	5%	4%	2.2%	4%	-2%
Cc1c(C(=O)N2CCCCCC2)c(S(=O)(=O)Nc2ccc(F)cc2)c(C)n1C	-15%	-2%	0.8%	1%	0%
CCCCN(C(=O)/C=C/c1ccccc1)C1CCS(=O)(=O)C1 (stereo not given)	-6%	0%	i	0%	-5%

4 compounds drawn at random from those above:
SMILES	M. tuberculosis	Salmonella PhoP GFP	inhibitors of VEEV	M. tuberculosis HTS	H1N1 NS1A inhibition	others
O=C(NCCC1=CCCCC1)c1cc(-c2ccncc2)nc2ccccc12	22%	-6%	0.8%	-2%	-2%
CC(NC(=O)c1ccc(Br)cc1Br)c1ccccc1 (stereo not given)	55%	4%	2.4%	58%	x
Cc1cc(C)c2cc(C(c3nnnn3C3CCCC3)N3CCOCC3)c(=O)[nH]c2c1 (stereo not given)	7%	1%	4.4%	-7%	3%
COc1ccc(CCNC(=O)CCC(=O)Nc2nnc(C(C)C)s2)cc1OC	4%	-1%	1.6%	2%	0%

Screens deposited in PubChem BioAssay by Southern Research Specialized Biocontainment Screening Center.
